# Screening data deposited in PubChem BioAssay by Broad Institute.
# Rtt109 HAT inh – C. albicans Rtt109 histone acetyltransferase inhibition; 330,000 tested, 0.16% active; purified Rtt109/Vps75, ThioGlo CoA-SH fluorescence, 4 h; Q5AAJ8; inhibition, % at 34.9 µM;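 active = inhibition of at least 50% in every replicate; inconclusive = best replicate reaches 50% inhibition but some replicates fall short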
# MITF act – increases MITF-driven TRPM1 promoter luciferase signal | SK-MEL-5 TRPM1-promoter luciferase, 24 h; % of positive control, neutral wells = 0 | activation, % at 12.5 µM | 300,000 tested, 0.75% active;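 active = mean activation of at least 80% with every replicate also reaching 80%; inconclusive = mean reaches 80% but some replicate falls short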;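 also: 0% = neutral control wells and 100% = parthenolide positive control wells; values of inactives mirror those of a sister screen read the other way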
# dFosB act – mouse delta FosB homodimer activation; P13346; purified delta FosB, TAMRA-CDK5 oligo fluorescence polarization; percent of positive-control signal above neutral wells; activation, % at 25 µM; 340,000 tested, 0.99% active;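 active = mean activation above about 17%, with every replicate also reaching it, limit read from the data, passing the limit was not always enough; inconclusive = only one of the two conditions met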;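 also: fluorescence polarization rise as delta FosB binds a TAMRA Cdk5 AP-1 oligo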
# CAL PDZ FP-1 – blocks peptide binding to human CAL PDZ domain; purified CAL PDZ, TMR-peptide fluorescence polarization, 1 h; inhibition, % at 20 µM; 330,000 tested, 0.02% active; AID 504414;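 active = highest replicate inhibition of at least 40%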;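 also: plate controls were DMSO neutral control wells for no effect and unlabeled competitor peptide control wells for full effect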
#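 Material: tagged CAL PDZ domain; buffer or medium: 25 mM sodium phosphate pH 7.4, 150 mM NaCl, TCEP, IgG, Thesit; compound dosing: single point, 20 µM; schedule: 1 h incubation at room temperature before polarization reading; measured by: FP readout, S and P plane fluorescence; read-out basis: percent inhibition from loss of millipolarization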
# PfHsp90 yeast 2 – reduces growth (ATP signal) of yeast expressing P. falciparum Hsp90. S. cerevisiae expressing PfHsp90, BacTiter-Glo ATP, 48 h; yeast lacking PDR1 and PDR3 efflux regulators. inhibition, % at 9.4 µM. 310,000 tested, 0.32% active. AID 504621;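 active = every replicate shows inhibition above about 80%, whatever the replicate mean, limit read from the data; inconclusive = mean inhibition reaches the set limit but some replicate falls short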;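 also: 0% = DMSO neutral controls and 100% = 20 µM radicicol positive controls; yeast relying on Plasmodium falciparum Hsp90 in place of its own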
# SR-BI DiI inh – inhibitors of mouse SR-BI mediated HDL lipid uptake; inhibition, % at 12.5 µM; AID 488896; ldlA[mSR-BI] CHO cells, DiI-HDL uptake fluorescence, 3 h; Q61009; 320,000 tested, 0.96% active;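 active = mean replicate inhibition of at least 70% and a set share of replicates each scoring 70 or more; inconclusive = meets just one of the two criteria; inactive = fails both criteria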;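 also: 0% = median of neutral control wells and 100% = median of positive control wells; values of inactives mirror those of a sister screen read the other way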
# NSD2 HMT inh – inhibitors of human histone methyltransferase NSD2; NSD2 peptide methylation, AlphaScreen, 120 min; inhibition, % at 12.5 µM; 310,000 tested, 0.54% active; AID 743445; in the data active = inhibition above about 50%
# Target sequence (O96028 whole entry, looked up): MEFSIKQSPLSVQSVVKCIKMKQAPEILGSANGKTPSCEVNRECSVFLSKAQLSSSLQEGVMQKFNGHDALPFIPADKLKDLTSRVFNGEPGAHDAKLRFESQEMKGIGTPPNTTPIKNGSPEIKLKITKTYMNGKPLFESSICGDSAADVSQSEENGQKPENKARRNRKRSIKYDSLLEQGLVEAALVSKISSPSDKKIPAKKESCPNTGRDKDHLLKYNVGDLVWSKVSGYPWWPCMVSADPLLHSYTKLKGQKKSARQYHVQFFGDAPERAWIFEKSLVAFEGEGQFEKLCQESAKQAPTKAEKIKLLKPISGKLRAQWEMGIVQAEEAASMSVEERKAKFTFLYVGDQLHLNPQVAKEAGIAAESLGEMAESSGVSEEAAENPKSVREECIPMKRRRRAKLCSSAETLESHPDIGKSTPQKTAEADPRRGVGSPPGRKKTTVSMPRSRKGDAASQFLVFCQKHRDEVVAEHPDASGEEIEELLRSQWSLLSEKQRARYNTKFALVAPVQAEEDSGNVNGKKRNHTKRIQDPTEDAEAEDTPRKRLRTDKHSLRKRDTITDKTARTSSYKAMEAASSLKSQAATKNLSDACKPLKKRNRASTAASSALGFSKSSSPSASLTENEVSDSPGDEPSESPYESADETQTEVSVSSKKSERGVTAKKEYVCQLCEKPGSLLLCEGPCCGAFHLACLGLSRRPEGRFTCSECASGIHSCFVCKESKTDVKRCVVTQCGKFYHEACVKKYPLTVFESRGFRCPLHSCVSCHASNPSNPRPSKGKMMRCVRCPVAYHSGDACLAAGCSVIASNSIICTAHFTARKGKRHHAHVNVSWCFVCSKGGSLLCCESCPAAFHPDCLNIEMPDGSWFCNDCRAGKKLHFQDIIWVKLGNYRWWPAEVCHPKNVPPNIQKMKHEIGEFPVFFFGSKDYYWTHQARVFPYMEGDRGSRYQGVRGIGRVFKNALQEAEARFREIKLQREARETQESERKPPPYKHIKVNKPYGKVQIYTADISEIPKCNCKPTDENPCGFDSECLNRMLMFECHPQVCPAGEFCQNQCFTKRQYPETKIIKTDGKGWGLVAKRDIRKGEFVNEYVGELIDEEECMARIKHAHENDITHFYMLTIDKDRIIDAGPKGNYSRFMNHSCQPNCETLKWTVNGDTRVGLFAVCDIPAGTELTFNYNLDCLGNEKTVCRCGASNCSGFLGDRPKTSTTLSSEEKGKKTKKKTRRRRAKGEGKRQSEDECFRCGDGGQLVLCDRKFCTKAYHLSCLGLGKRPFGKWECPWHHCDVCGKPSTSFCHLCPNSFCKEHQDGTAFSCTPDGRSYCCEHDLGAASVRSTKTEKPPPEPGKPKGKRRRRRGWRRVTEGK
# PvdQ acylase – blocks Pseudomonas aeruginosa PvdQ acylase activity; purified PvdQ acylase, fluorescence plate reader; inhibition, % at 10 µM; 340,000 tested, 0.063% active; in the data active = inhibition above about 30%, passing the limit was not always enough; inconclusive = no clear call, values can overlap the other calls;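 also: 0% = vehicle neutral wells and 100% = reference inhibitor wells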
# CAL PDZ FP-2 – blocks peptide binding to the human CAL PDZ domain; Q9HD26; purified CAL PDZ, TMR-peptide fluorescence polarization, 1 h; inhibition, % at 24.9 µM; 300,000 tested, 0.92% active; AID 602252;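 active = mean inhibition of at least 30% with at least half of replicates also reaching 30%; inconclusive = no clear call, values can overlap the other calls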;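 also: 0% = DMSO neutral control and 100% = excess unlabeled competitor peptide PRC23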
# SR-BI uptake up – activators of SR-BI mediated HDL lipid uptake; AID 504775; 320,000 tested, 0.096% active; activation, % at 12.5 µM; CHO ldlA[mSR-BI] cells, DiI-HDL uptake fluorescence, 3 h; 100 = double the neutral-control signal;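 active = mean replicate activation of at least 60% and every replicate at or above 60%; inconclusive = mean or all-replicate condition met, but not both; inactive = mean below 60% and not all replicates reaching 60%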;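 also: 0% = median plate neutral-control signal and 100% = twice that signal; values of inactives mirror those of a sister screen read the other way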
#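 Material – SR-BI-overexpressing, LDLR-lacking CHO cells · Medium – BSA-supplemented, HEPES-buffered Ham's F12, pH 7.4 · Doses – single concentration · Times – compound with DiI-HDL co-incubation, 3 h at 37 °C · Measured by – bottom-read fluorescence, 550/595 nm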
# An asterisk follows results filed as active; u = inconclusive; x = no result given.
SMILES,Rtt109 HAT inh,MITF act,dFosB act,CAL PDZ FP-1,PfHsp90 yeast 2,SR-BI DiI inh,NSD2 HMT inh,PvdQ acylase,CAL PDZ FP-2,SR-BI uptake up
Cc1cc(NC(=O)c2ccc(-c3ccc(F)c(Cl)c3)o2)no1,-4,16,10,0.0,-4,5,-1,1,2,-5
Brc1ccccc1CN1CCC(N2CCCCC2)CC1,13,-10,-7,x,-6,-26,3,-5,5,26
CCC(C)NC(=O)c1cc2cc3ccc(OC)cc3nc2s1 (configuration not stated),-44,32,-44,-5.3,14,25,0,-11,-4,-25
COc1ccc(CCN2CC(C(=O)NCc3nc4ccccc4n3C)CCC2=O)cc1 (configuration not stated),9,11,4,0.1,0,-16,2,2,x,16
CCC(CNC(=O)c1c(C)nn(-c2ccccc2)c1Cl)c1ccccc1 (configuration not stated),2,-2,-3,0.5,21,29,-19,-8,-4,-29
Cc1ccc(C(=O)Cc2nc3ccccc3[nH]2)cc1,0,31,-1,-2.7,-3,-11,2,11,1,11
O=C(CCS(=O)(=O)c1ccccc1)N1CCN(c2ccccc2F)CC1,0,35,-8,-1.4,9,5,-2,-17,0,-5
CC(=O)Nc1ccc(N=C(C2=C(O)c3ccccc3C2=O)c2ccccc2)cc1,x,-3,0,-4.2,3,38,15,-5,-12,-38
CCOc1ccc(N2C(=O)CC(Cc3ccc(Br)cc3)C2=O)cc1 (configuration not stated),2,x,-1,-2.0,-7,3,-1,-16,-23,-3
Cc1cccc(C)c1OCC(=O)N1CC2(C)CC1CC(C)(C)C2 (configuration not stated),41,-2,-8,-5.9,4,10,0,-16,-3,-10
O=C(CSc1n[nH]c(-c2ccccc2Cl)n1)NCc1cccc(C(=O)O)c1,0,0,-6,-1.4,-5,-5,0,-25,0,5
CC(C)(C)N(NC(=O)OCc1ccccc1)C(=O)c1ccccc1,7,5,4,0.0,13,-12,-3,-11,-1,12
CCN(CC)S(=O)(=O)c1ccc(C(=O)Nc2cc(S(=O)(=O)N3CCOCC3)ccc2N2CCN(C)CC2)cc1,u,8,-2,-1.6,3,-3,1,10,x,3
CCOC(=O)CN1C(=O)CSc2ccc(S(=O)(=O)N3CCOCC3)cc21,3,6,-3,0.1,18,-24,-3,5,3,24
CCn1cc(C(=O)NCc2cccs2)c(=O)c2ccc(C)nc21,-3,12,-9,0.5,-10,-10,x,4,-2,10
Cc1ccc(S(=O)(=O)N(Cc2ccccc2)c2ccccc2C(=O)N2CCCCC2)cc1,2,-1,-12,-1.1,1,-25,-2,-12,-4,25
O=C(c1ccsc1)N1CCN(C(=O)c2cccs2)CC1,7,1,5,1.1,-8,-16,-1,6,-1,16
CCc1ccccc1NC(=O)NC1CC2CCC(C1)N2Cc1cccs1 (configuration not stated),2,8,4,-2.9,18,10,-2,-17,2,-10
O=C(NCc1ccc(Cl)cc1)C(=O)NCC1CCCN1S(=O)(=O)c1cccs1 (configuration not stated),16,-6,-10,-0.2,x,-17,-1,-16,-6,17
CC1(c2ccccc2)CC(C)(C)N2C(=O)C3(C(C#N)=C(N)Oc4cc(O)ccc43)c3cccc1c32 (configuration not stated),10,-3,-16,-1.9,-12,-26,2,2,5,26
C[C@@H]1CC=C[C@H]2[C@H]1C(=O)N(Cc1ccccc1)[C@H]2c1ccc(F)c(-c2ccc(N(C)C)cc2)c1,-8,-9,-5,-0.2,16,18,x,-7,0,-18
CCOC(=O)/C(=N/Nc1ccc(Cl)cc1)S(=O)(=O)c1ccc(Cl)cc1,35,3,-3,-1.7,x,57,-2,-1,-1,-57
Cc1ccc(NC(=O)N/C=C/c2ccco2)cc1C,15,7,-11,0.1,5,20,7,-18,-5,-20
CCN=c1sc(C(=O)Nc2ccccc2)c(C)n1CC,2,6,0,0.3,0,8,-1,-16,7,-8
CCN1CCN(CC(=O)Nc2sc3c(c2C#N)CCC3)CC1,5,-5,6,-1.2,10,-8,7,16,-5,8
c1ccc(C(c2ccccc2)c2noc(CN3CCC(c4ccncc4)CC3)n2)cc1,15,3,-8,-1.0,x,-19,1,15,-2,19
CN(C(=O)COc1ccc([N+](=O)[O-])cc1)C1CCS(=O)(=O)C1 (configuration not stated),-5,3,-3,-0.5,23,-10,-2,2,4,10
C[C@H](CO)N1C[C@H](C)[C@@H](CN(C)Cc2ccc3c(c2)OCO3)Oc2c(NS(=O)(=O)c3cn(C)cn3)cccc2C1=O,-1,-1,-1,0.1,-4,0,x,-18,3,0
O=C(CNC1CCCC1)Nc1ccc(N2CCCCCC2)cc1,-1,10,1,0.8,-3,25,x,3,x,-25
CCOc1ccc(-c2c(=O)n(OCc3ccc([N+](=O)[O-])cc3)c3ccccc3[n+]2[O-])c(OCC)c1,0,2,-8,-1.2,-5,x,x,-14,-3,x
Cn1c(SCc2cc([N+](=O)[O-])cc3c2OCOC3)nnc1-c1ccccn1,-9,3,3,-1.7,4,1,-4,-4,-3,-1
COc1ccc(-n2ccsc2=S)cc1,0,-9,3,-1.1,0,0,-1,6,1,0
COc1ccc(N/C(=N/c2nc(C)cc(C)n2)NC(=O)Nc2ccc(Cl)c(Cl)c2)c(OC)c1,3,9,-3,-3.0,17,14,0,-14,-3,-14
COc1cc([N+](=O)[O-])ccc1NC(=O)CN1CCN(C(=O)c2ccco2)CC1,-5,0,-9,27,-29,-1,-4,4,12,1
CCN(CC)c1ccc(NC(=O)c2cccnc2)cc1,2,57,2,-4.1,0,x,5,-9,-3,x
COc1ccc(S(=O)(=O)N2CCN(C(=O)c3sccc3-c3ccccc3)CC2)cc1,9,-6,-8,-2.5,x,11,2,-9,17,-11
CCC(=O)N(Cc1c(C)nn(-c2ccccc2)c1Cl)c1ccc(Cl)cc1,8,-8,2,-0.4,3,-6,-5,-8,0,6
CCN(CC)CCNC(=O)c1ccc(NC(=O)c2cccc(S(=O)(=O)Nc3ccc(C)cc3)c2)cc1,11,-4,-53,-5.3,-6,-17,4,-18,-2,17
COc1ccc(C(=O)CC(c2ccccc2)C2CCCCC2=O)cc1 (configuration not stated),19,-1,-6,-1.9,11,-6,-3,-9,-1,6
COc1cccc(N(C(=O)c2snc(C(N)=O)c2N)C(C(=O)NCC2CCCO2)c2ccc(C)o2)c1 (configuration not stated),7,-1,-15,-3.5,9,x,-5,-15,-6,x
O=C(c1ccc(Cl)cc1)[C@@H]1[C@@H]2C(=O)N(c3ccccc3)C(=O)[C@@H]2C2c3ccccc3C=NN21 (some centres not stated),5,-5,4,-0.1,-12,-3,x,2,2,3
CCOc1ccccc1N(CC(=O)NCc1ccccc1)C(=O)CCC(=O)Nc1cc(C)ccn1,5,8,3,0.8,-16,-16,-1,-8,8,16
Cc1ccc2cc(CCNS(=O)(=O)c3ccc(F)cc3)c(=O)[nH]c2c1C,2,-10,-2,-0.3,-3,9,x,-1,x,-9
CC(=O)N1CCN(c2ccc(NC(=O)c3ccc(C)c([N+](=O)[O-])c3)cc2)CC1,6,0,-9,-0.4,0,32,-4,9,x,-32
COc1ccc(-c2ccc(SCC(=O)NC3CCCCC3)nn2)cc1OC,11,64,-5,-1.9,-1,x,5,8,-1,x
COc1cccc(Cn2cnc3c(NS(=O)(=O)c4cccc(Cl)c4Cl)c(C)c(C)cc32)c1,-2,4,-8,-1.6,-15,45,0,4,-1,-45
C/C(=N\NS(=O)(=O)c1ccc(Cl)cc1)c1ccc(O)cc1,x,-7,4,-1.4,-3,-12,-5,0,-3,12
O=C(NCc1ccc2c(c1)OCO2)c1cc2ncc(Br)cn2n1,-4,-2,-4,-0.3,17,-14,x,-17,-2,14
Cn1c(=O)c2[nH]c(C3CC=CCC3)nc2n(C)c1=O (configuration not stated),-2,7,-5,0.4,-1,-11,-1,0,-3,11
Cc1ccc(C(=O)NC(=S)Nc2cccc(-c3nc4ccccc4s3)c2)cc1,-1,16,-2,-0.4,-12,6,-1,-4,0,-6

# Complete entries as entered above. Order of values: Rtt109 HAT inh, MITF act, dFosB act, CAL PDZ FP-1, PfHsp90 yeast 2, SR-BI DiI inh, NSD2 HMT inh, PvdQ acylase, CAL PDZ FP-2, SR-BI uptake up
# CC(=O)N1CCN(c2ccc(NC(=O)c3ccc(C)c([N+](=O)[O-])c3)cc2)CC1 reads 6, 0, -9, -0.4, 0, 32, -4, 9, x, -32
# O=C(NCc1ccc2c(c1)OCO2)c1cc2ncc(Br)cn2n1 reads -4, -2, -4, -0.3, 17, -14, x, -17, -2, 14

# Next section:
SMILES,Rtt109 HAT inh,MITF act,dFosB act,CAL PDZ FP-1,PfHsp90 yeast 2,SR-BI DiI inh,NSD2 HMT inh,PvdQ acylase,CAL PDZ FP-2,SR-BI uptake up
O=S(=O)(c1cccc(S(=O)(=O)N2CCOCC2)c1)N1CCCCC1,3,1,-7,-0.5,x,11,0,9,-2,-11
COc1c(NC=O)c2c(c([N+](=O)[O-])c1OC)C(=O)OC2,-1,0,-1,-0.3,x,-1,-2,-5,x,1
CCOC(=O)C1=C(COC(=O)CCOc2ccc(C)cc2)NC(=O)NC1C (configuration not stated),-12,6,-3,-2.3,x,-15,7,0,-7,15
O=C(CSc1nnc(CNc2ccc(F)cc2)o1)N1CCCc2ccccc21,1,1,-4,-0.3,-33,14,-2,-1,5,-14
COc1cc(NC(=O)COC(=O)CO/N=C(\C)c2ccc3c(c2)OCO3)cc(OC)c1,1,-3,-5,-0.8,-35,1,-1,2,-3,-1
CC(=O)Nc1ccc(NC(=O)CSc2nccn2Cc2ccccc2)cc1,4,x,-2,-1.0,20,6,-2,-15,-2,-6
COc1ccc(N(CC(=O)NC(C)C)C(=O)CCC(=O)Nc2ccccn2)cc1,-7,2,-4,-0.5,1,-3,-3,-15,-1,3
CCOc1ccc(NC(=S)N(CCN2CCOCC2)Cc2cc3cc4c(cc3[nH]c2=O)OCCO4)cc1,-19,-14,-5,-1.5,11,5,0,-6,x,-5
Cc1cc(C)c(S(=O)(=O)NCC(c2cccnc2)N2CCN(Cc3ccccc3)CC2)c(C)c1 (configuration not stated),3,0,-2,-2.5,-14,4,3,-28,-1,-4
O=C(Nc1ccc(Cc2ccncc2)cc1)c1ccc([N+](=O)[O-])o1,1,-45,-6,-21,-19,-20,5,-2,0,20
CCCCN(CC)C(=O)c1ccc(Cl)c(Cl)c1,-13,3,4,-0.5,-25,5,-2,5,-7,-5
CCOC(=O)CNc1nnc(SCC(=O)OCC)[nH]c1=O,u,-4,3,0.9,-12,3,1,-14,-4,-3
CCCn1nnc(NC(=O)c2cc(Br)ccc2OC)n1,7,-19,-5,-1.9,4,29,0,1,-5,-29
